Bioassay records (PubChem)
B2AR arrestin: agonists driving beta-arrestin recruitment to human beta2-adrenergic receptor | hit rate 0.02% among 330,000 | beta-arrestin recruitment to beta2AR, cell-based reporter | Potency, µM (top dose mostly 46.1 µM), for inactives: top-dose activation, usual class: activators | P07550;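 note: potency is the fitted concentration of half-maximal effect; 0% = DMSO controls and full agonism = EC100 isoproterenol or metaproterenol; nearly all actives have a fitted effect of over 65% in size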
USP2a block: USP2a (human) protease inhibition; O75604; USP2 core, Ub-CHOP2 coupled fluorogenic reporter, 485/531; Potency, µM (top dose mostly 38.3 µM), without a hit: at the highest dose activity change, negative = inhibition, hits mostly inhibitors; hit rate 0.01% among 330,000;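 note: potency is the fitted concentration of half-maximal effect; plate controls were DMSO wells for no effect and full inhibition by NEM control for full effect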
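Cell-free coupled assay: 10nM USP2 core preincubated 30min RT with compound in Tris-HCl pH 8.0/CaCl2/CHAPS buffer, then 25nM Ub-CHOP2 and 25nM reporter substrate; fluorescence (Ex 485/Em 531) read after 60min RT, normalized to NEM inhibition, concentration-response curves fitted.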
Giardia killer: kills Giardia lamblia. AID 540267. hit rate 0.15% among 340,000. Giardia lamblia trophozoite viability. activity change, % at 7.66 µM, hits read low; in the data active = activity change below about -80%; inconclusive = between about -30% and that limit;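 note: parasites exposed to compound for two days anaerobically before the ATP read; % is set by controls: 0 for no effect and ±100 for the full control effect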
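Viability, read as ATP luminescence: trophozoites at 100 cells/well, compound added, 48 hrs anaerobic at 37 deg C, then 15-30 min room-temperature development before reading.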
CXXC DNA block: MLL CXXC-DNA interaction inhibition. Q03164. MLL-CXXC / FITC-HOXA9 DNA fluorescence polarization. Potency, µM (doses to about 115 µM), for the others: top-dose activity change, negative = inhibition, usual class: inhibitors. hit rate 0.037% among 290,000. AID 2662; active = well fitted inhibition curve with a large enough effect in the polarisation, with a control signal flat, not every such curve was filed as active; inconclusive = small, poorly fitted or top-dose-only effect, or effect the other way, or a change in a side signal; inactive = no such curve, though single readings can be large or run the other way; the % refers to the polarisation; note: potency is the fitted concentration of half-maximal effect
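Steps: dispense CXXC domain solution (7 uM) → pin compounds or unlabeled HOX-A9 DNA control → 5 min ambient → add FLSN-HOX-A9 solution (50 nM) → spin → 30 min ambient → fluorescence polarization. Tris pH 7.5/NaCl/DTT/BSA buffer.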
KCNH2 3.1 inh: inhibitors of human KCNH2 3.1 potassium channel isoform. U2OS KCNH2 3.1, thallium flux FluxOr; stronger effect = lower value. activity change, % (tested at about 1.8 µM). hit rate 0.95% among 340,000. AID 720553;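 active = maximum activity change below -70%; inconclusive = maximum activity change from -70% to -50%; inactive = maximum activity change above -50%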;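 note: thallium influx rate constant from kinetic fluorescence after stimulation buffer; % is set by controls: 0 for no effect and ±100 for the full control effect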
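Measured as rate of thallium-driven FluxOr signal in transduced U2OS cells carrying the 3.1 channel, read kinetically for 2 min upon stimulation; values are rate constants scaled to DMSO control wells.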
Coupling enz: counter-screen for Giardia aldolase inhibitors: coupling enzyme system. coupling enzyme system counterscreen, AmpLite Red fluorescence. activity change, negative = inhibition, % at 58.2 µM, hits read low. hit rate 0.67% among 290,000. AID 2472; in the data active = activity change below about -30%; note: % is set by controls: 0 for no effect and ±100 for the full control effect
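Fluorescence at 525 nm excitation and 598 nm emission measured inhibition of the coupled detection system without aldolase. Compounds (at 57.5 uM final) were preincubated 10 min at room temperature with coupling enzyme reagent before a 20 min substrate/AmpLite Red step.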
GALK inh: blocks human galactokinase activity; Potency, µM (doses to about 57.5 µM), without a hit: at the highest dose activity change, negative = inhibition, usual class: inhibitors; AID 1868; Purified GALK, Kinase-Glo residual ATP luminescence; hit rate 0.007% among 270,000; note: potency is the fitted concentration of half-maximal effect; % is set by controls: 0 for no effect and ±100 for the full control effect
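Compounds were pin-transferred into ATP buffer (35 uM final), then GALK plus galactose (5 nM, 100 uM final) was added. After 1 h at room temperature, Kinase-Glo Plus was added and luminescence read after 10 min.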
Menin MLL FP TR: displaces Texas Red mutant MLL peptide from human menin | Potency, µM (top dose mostly 61.6 µM), without a hit: at the top dose FP activity change, negative = inhibition, actives largely listed as inhibitors | AID 1768 | Menin + Texas Red MLL mutant peptide, fluorescence polarization | hit rate 0.23% among 270,000; active = well fitted inhibition curve with a large enough effect in the polarisation, with a control signal flat, not every such curve was filed as active; inconclusive = small, poorly fitted or top-dose-only effect, or effect the other way, or a change in a side signal; inactive = no such curve, though single readings can be large or run the other way; the % refers to the polarisation; note: potency is the fitted concentration of half-maximal effect; % of control where 0% means no effect; many of its hits are not listed in these tables
hERG WT inh: blocks the wildtype human KCNH2 potassium channel | hit rate 0.37% among 340,000 | AID 720551 | Q12809 | activity change, % at 1.84 µM | U2OS, BacMam KCNH2, thallium flux FluxOr; stronger effect = lower value;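 active = maximum activity change below -70%; inconclusive = maximum activity change between -70% and -50%; inactive = maximum activity change above -50%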; note: % is set by controls: 0 for no effect and ±100 for the full control effect
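U2OS cells were transduced with wild-type KCNH2 virus (2.03 x 10^8 / mL) for 4 h at room temperature, then cultured overnight at 37 C. Thallium flux was read with FluxOr dye. Rate constants were normalized to DMSO controls.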
TRPV1 agonist: human TRPV1 agonism | Q8NER1 | activation, % at 8.33 µM | TRPV1-expressing cells, Fluo-8 calcium influx, agonist mode | AID 540275 | hit rate 0.19% among 320,000; in the data active = activation above about 80%; inconclusive = between about 30% and that limit; note: 0% is about no effect
Target sequence (Q8NER1 whole entry, looked up): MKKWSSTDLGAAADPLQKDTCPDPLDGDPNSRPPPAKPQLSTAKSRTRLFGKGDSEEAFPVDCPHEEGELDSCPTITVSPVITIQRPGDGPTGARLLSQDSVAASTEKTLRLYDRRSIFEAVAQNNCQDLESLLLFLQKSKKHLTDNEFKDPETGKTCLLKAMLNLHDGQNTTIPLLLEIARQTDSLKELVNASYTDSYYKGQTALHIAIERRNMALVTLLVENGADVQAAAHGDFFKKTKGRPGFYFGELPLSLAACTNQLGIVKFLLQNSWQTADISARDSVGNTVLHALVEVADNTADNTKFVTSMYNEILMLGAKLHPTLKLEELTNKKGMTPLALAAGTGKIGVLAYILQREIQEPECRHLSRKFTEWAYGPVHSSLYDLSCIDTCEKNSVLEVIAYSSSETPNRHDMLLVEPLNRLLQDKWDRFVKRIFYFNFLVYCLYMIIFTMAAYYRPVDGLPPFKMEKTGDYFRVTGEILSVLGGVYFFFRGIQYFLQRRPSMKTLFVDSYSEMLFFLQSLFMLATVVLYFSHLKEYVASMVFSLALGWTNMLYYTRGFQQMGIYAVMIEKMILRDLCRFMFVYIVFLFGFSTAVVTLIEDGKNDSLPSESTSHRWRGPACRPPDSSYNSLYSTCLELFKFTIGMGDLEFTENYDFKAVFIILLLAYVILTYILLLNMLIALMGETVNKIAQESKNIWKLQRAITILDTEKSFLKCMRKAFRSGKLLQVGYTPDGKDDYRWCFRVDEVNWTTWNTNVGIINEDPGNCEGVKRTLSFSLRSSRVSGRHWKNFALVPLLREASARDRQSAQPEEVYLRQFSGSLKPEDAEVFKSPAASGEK
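Cells expressing TRPV1 were dye-loaded with Fluo-8 and read kinetically: 10 s baseline, 3 min after compound (agonist portion), then 2 min after EC20 capsaicin (allosteric enhancer portion). Calcium-bound dye fluorescence at 480/520 nm.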
PKM2 activator: increases activity of human pyruvate kinase M2; P14618; hit rate 0.34% among 260,000; AID 1631; purified PKM2, Kinase-Glo ATP luminescence, activation; response scale: 0% is enzyme alone, no compound; Potency, µM (highest dose often 57.5 µM), without a hit: top-dose activation, actives largely listed as activators; note: potency is the fitted concentration of half-maximal effect; % is set by controls: 0 for no effect and ±100 for the full control effect; nearly all actives have a fitted effect of over 55% in size
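Purified hPK-M2 (>95%) run at intermediate activity with 0.1 mM ADP and 0.5 mM PEP in 50 mM imidazole pH 7.2, KCl, MgCl2; 1 h room temperature. ATP formed read by Kinase-Glo luminescence; normalized to uninhibited and no-enzyme controls.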
Starred values were filed as active, the others as inactive; ? = inconclusive; · = not tested or not shown; & = joins results of further samples; [ ] = another dose, or the depositor's remark. Unless noted, calls come from the whole dose curve; as a rule, active = well fitted curve in the direction sought with a large enough effect; inconclusive = small, poorly fitted or top-dose-only effect, or another doubt; inactive = no such curve, though single readings can be large; an effect the other way counts as inactive or inconclusive.

SMILES	B2AR arrestin	USP2a block	Giardia killer	CXXC DNA block	KCNH2 3.1 inh	Coupling enz	GALK inh	Menin MLL FP TR	hERG WT inh	TRPV1 agonist	PKM2 activator
COc1cccc(-c2c(C(=O)N/N=C(\C)c3ccc(Cl)s3)nnn2-c2nonc2N)c1	0.0%	4%	1	0%	-23	2	2%	-2%	-20	-2	·
CC(=O)Nc1ccc(NC(=O)c2sc3nc4c(c(-c5ccc(C)cc5)c3c2N)CCC4)cc1	0.4%	3%	14	1%	1	0	-2%	37%[activator]	-5	2	0%
CC(C)C(=O)c1cc2c(cc1NC(=O)c1ccccc1)OCCO2	-0.1%	0%	8	-2%	1	1	3%	1%	-24	13	-1%
NS(=O)(=O)c1ccc(NC(=O)COC(=O)/C=C/c2ccc([N+](=O)[O-])cc2)cc1	-0.1%	3%	-2	0%	4	0	11%	58%[activator]	1	-2	2%
COCc1ccc(C(=O)NC2CC(C)(C)Cc3c2cnn3-c2ccc(C)cc2)o1 (stereo not given)	-0.2%	0%	-9	1%	2	·	2%	·	-4	11	-4%
CNCCCOc1cccc(OC(C)C)c1	-0.1%	5%	2	-2%	-11	1	0%	-3%	-10	-1	-2%
CCOc1c(Br)cc(/C=C2\N=C(C)OC2=O)cc1Br	-0.1%	6%	-6	?	-10	5	·	0%	-1	-7	·
Cc1ccc(-n2c(N)c(C(=O)N3CCN(C)CC3)sc2=S)cc1	0.3%	-2%	11	7%	-3	-34*	1%	-4%	-2	1	-13%
Nc1nc(SCc2ccc(Br)cc2)[nH]c(=O)c1-c1ccccc1	0.3%	-4%	-12	-20%	6	-1	0%	21%	-13	-4	-3%
Cc1cc(=O)[nH]c(N/N=C/c2ccc(C)o2)n1	6.7%	3%	3	7%	8	3	·	-1%	-9	-1	4%
Cc1nn(Cc2ccc(F)cc2)c(C)c1NC(=O)c1noc2c1CCc1ccccc1-2	-0.5%	0%	4	0%	-8	4	-2%	11%	-13	1	1%
Cc1ccccc1Nc1nc(N)nc(COC(=O)c2ccc([N+](=O)[O-])o2)n1	-3.1%	2%	?	·	-30	·	·	·	-3	0	·

Entries from the list above that contain a furan ring, fused or not:
SMILES	B2AR arrestin	USP2a block	Giardia killer	CXXC DNA block	KCNH2 3.1 inh	Coupling enz	GALK inh	Menin MLL FP TR	hERG WT inh	TRPV1 agonist	PKM2 activator
COCc1ccc(C(=O)NC2CC(C)(C)Cc3c2cnn3-c2ccc(C)cc2)o1 (stereo not given)	-0.2%	0%	-9	1%	2	·	2%	·	-4	11	-4%
Cc1cc(=O)[nH]c(N/N=C/c2ccc(C)o2)n1	6.7%	3%	3	7%	8	3	·	-1%	-9	-1	4%
Cc1ccccc1Nc1nc(N)nc(COC(=O)c2ccc([N+](=O)[O-])o2)n1	-3.1%	2%	?	·	-30	·	·	·	-3	0	·

Taken from above.
hERG WT inh result of `Cc1ccccc1Nc1nc(N)nc(COC(=O)c2ccc([N+](=O)[O-])o2)n1` reads -3
Menin MLL FP TR result of `CC(C)C(=O)c1cc2c(cc1NC(=O)c1ccccc1)OCCO2` reads 1%

Other compounds follow.
SMILES	B2AR arrestin	USP2a block	Giardia killer	CXXC DNA block	KCNH2 3.1 inh	Coupling enz	GALK inh	Menin MLL FP TR	hERG WT inh	TRPV1 agonist	PKM2 activator
COC(=O)C1(C)Cc2cc(OC(C)=O)c(OC(C)=O)cc2N1 (stereo not given)	-0.6%	-12%	·	3%	·	1	1%	9%	·	-3	-3%
COc1ccc(N2CCN(C(=O)COC(=O)c3ccc(-n4nc(C)cc4C)cc3)CC2)cc1	0.1%	4%	-7	·	14	·	·	·	-3	2	·
CCc1ccc(Nc2nnc(SCC(=O)NCCN3C(=O)CSC3=O)s2)cc1	0.1%	2%	?	1%	10	-2	2%	-5%	·	1	-15%
COc1ccc(N2CCN(CCNC(=O)c3nnc(Cc4c(F)cccc4Cl)o3)CC2)cc1	0.0%	0%	1	5%	-7	-3	-2%	-7%	-3	3	-1%
CCOc1ccc(N=c2oc3cc(O)ccc3cc2C(=O)NCC2CCCO2)cc1 (stereo not given)	-0.8%	2%	-13	17%	17	2	0%	12%	-12	-1	-14%
N#C/C(C(=O)N1CCCCC1)=C1/N=C(NC(=O)c2ccc(F)cc2)c2ccccc21	-0.1%	0%	-23	10%	0	-3	0%	-4%	4	9	-7%[0.46 µM]
Cc1ccccc1-n1ncc2c1CC(C)(C)CC2NC(=O)CSc1ccncc1 (stereo not given)	-0.9%	-1%	0	2%	-7	·	-5%	·	0	?	-1%
NC(=S)Nc1cccc2cnccc12	-0.1%	1%	-5	-2%	0	1	1%	15%	-8	-3	2%
COc1ccc(NC(=O)CN2C(=O)S/C(=C/c3cccn3-c3ccc(C(=O)O)cc3)C2=O)cc1	0.1%	-1%	·	-14%	·	·	-11%	·	·	-2	·
Cc1c(NC(=O)CN2CCCC(C)C2)ccc2nsnc12 (stereo not given)	0.0%	-1%	-4	-1%	-32	1	-2%	0%	-1	-5	4%
Cc1ccc(C(=O)CCC2CCCCC2=O)cc1 (stereo not given)	0.0%	4%	-14	21%	9	4	3%	3%	5	?	-3%
COc1ccc(OC)c(NC(=O)c2cc3oc4ccccc4c3cc2O)c1	-0.5%	1%	6	1%	-10	0	-4%	?	-12	3	-5%

Profiles as entered above. Screens in order: B2AR arrestin | USP2a block | Giardia killer | CXXC DNA block | KCNH2 3.1 inh | Coupling enz | GALK inh | Menin MLL FP TR | hERG WT inh | TRPV1 agonist | PKM2 activator
CCOc1ccc(N=c2oc3cc(O)ccc3cc2C(=O)NCC2CCCO2)cc1 (stereo not given) is listed with -0.8% | 2% | -13 | 17% | 17 | 2 | 0% | 12% | -12 | -1 | -14%
COc1ccc(N2CCN(CCNC(=O)c3nnc(Cc4c(F)cccc4Cl)o3)CC2)cc1 is listed with 0.0% | 0% | 1 | 5% | -7 | -3 | -2% | -7% | -3 | 3 | -1%

Further records:
SMILES	B2AR arrestin	USP2a block	Giardia killer	CXXC DNA block	KCNH2 3.1 inh	Coupling enz	GALK inh	Menin MLL FP TR	hERG WT inh	TRPV1 agonist	PKM2 activator
COc1ccc(-c2nc(N)n(S(=O)(=O)c3ccc(C)cc3)n2)cc1	0.0%	0%	10	0%	-2	1	-3%	32%[activator]	3	1	1%
CC(C)C(c1nnnn1C1CCCCC1)N1CCN(C(=O)c2ccco2)CC1 (stereo not given)	0.1%	1%	-1	-10%	3	1	-4%	?	7	-1	·
COc1ccc(O)c(/C=N/N2CCCCC2)c1	-0.2%	2%	4	-2%	8	-3	-2%	-11%	-5	6	·
O=C1CN(C(=O)CSc2ccccn2)c2ccccc2N1	0.1%	4%	-5	·	4	·	·	·	-6	·	·
O=C(NCC1CC1)C1(C(F)(F)F)CC(CCc2ccccc2)CCCO1 (stereo not given)	·	·	-5&-19	·	-12	1	·	0%	4	·	·
O=C(Nc1ccccc1)c1cc2ccccc2[nH]1	-0.1%	0%	22	4%	3	-2	4%	9%	-2	?	-5%
COc1ccc(/C=C2\C(=O)ON=C2c2cccc([N+](=O)[O-])c2)cc1	0.1%	3%	·	-9%	·	4	4%	?	·	-4	?
Cc1ccc(NC(=S)NNC(=O)c2cccc([N+](=O)[O-])c2)cc1Cl	-0.1%	-9%	-18	8%	-8	2	4%	·	0	3	-10%
COc1ccc(CCC(=O)Nc2ccc(Br)cn2)cc1	-0.2%	5%	-14	4%	-30	1	4%	0%	-2	-1	6%
O=C(COc1ccc([N+](=O)[O-])cc1)NNC(=O)Nc1ccccc1F	0.7%	0%	-1	15%	15	0	-8%	3%	-4	0	0%
COc1ccc(/C=C(/C#N)C(=O)NC2CCCCC2)cc1Br	-0.6%	1%	-11	4%	4	0	-5%	19%	-1	26	-3%
CN(C)C(=O)CSc1cnc2ccccc2n1	0.1%	1%	12	11%	·	2	10%	-7%	-11	?	1%
O=C(O)c1ccccc1C(=O)NCCCCCCNC(=O)c1ccccc1C(=O)O	-0.2%	-1%	8	0%	-2	0	-3%	-11%	-2	-2	-1%
CCN(C(=O)c1ccc(C)c(Br)c1)c1ccccc1	0.0%	4%	-5	7%	·	-10	0%	?	16	?	1%
CC1CCN(C(=O)Cn2c(=O)oc3ccccc32)CC1	-0.5%	0%	-6	-4%	-9	-3	-1%	?	-8	-1	-2%
Cc1ccc(C(NC(=O)N2CCCC2)C(Cl)(Cl)Cl)cc1F (stereo not given)	-0.1%	1%	-15	3%	-17	0	-3%	?	-13	?	-3%

An excerpt; rates above refer to the full screens.
